High-throughput results from PubChem.
Pf Dd2 inh: blocks in vitro growth of P. falciparum Dd2 | AID 1347417 | P. falciparum Dd2 growth, SYBR Green, 72 h | 120,000 compounds, 4.3% hits | Potency, µM (doses to about 28.9 µM), without a hit: at the highest dose activity, negative = inhibition, hits mostly inhibitors; active means well fitted inhibition curve with a large enough effect; inconclusive means small, poorly fitted or top-dose-only effect; inactive means no such curve, though single readings can be large or run the other way;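 further: plate controls were DMSO vehicle for no effect and reference drug for full effect; nearly all actives have a fitted effect of over 65% in size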
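Readout: SYBR Green fluorescence, 485 nm excitation, 535 nm emission, after ~16 h lysis at 37C. Before that, Dd2-infected red cells (2.5% hematocrit) grew 72 h with compound, 29 uM top final concentration.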
Starred values were filed as active, the others as inactive; i = inactive; ? = inconclusive; [ ] = dose if it differs, or a comment. Potency means the concentration at half of the fitted maximal effect. Only part of the results is shown; count on the stated rates, not on these rows.

SMILES	Pf Dd2 inh
CCCOc1ccc(CNC(=O)c2ccc(-n3c(C)cc4c3CCC(C)C4)cc2)cc1 (stereo unspecified)	432%[activator][5.79 µM]
O=C(O)c1cccc(CC2CCN(C(=O)c3ccc(Cn4cnnn4)cc3)C2)c1 (stereo unspecified)	-10%
Cc1ccc(CNC(=O)CN2C(=O)NC3(CCCCC3)C2=O)cc1	-2%
O=C(c1cccnc1)N1CCC(c2cc(-c3ccc(F)cc3)n[nH]2)CC1	38%[activator][5.79 µM]
COc1ccc(NS(=O)(=O)c2cnc(N)nc2)cc1Cl	?
Cc1ccc(NC(=O)O[C@@H]2CC[C@]3(C)C(CC[C@@H](O)[C@H]3CC(=O)NCc3ccccc3)[C@]2(C)CO)cc1 (stereo partly specified)	-26%
COc1cccc(-n2cc(C(=O)NCc3cccc(Cl)c3)c3ccccc3c2=O)c1	?
COCCOC1CCOC2(CCN(C(=O)Nc3ccc(OC)cc3)CC2)C1 (stereo unspecified)	?
COCC(=O)N[C@H](C)c1onc(-c2cccnc2)c1C(=O)O	-20%[44.1 µM]
COC(=O)c1cccc(NC2=NS(=O)(=O)c3ccccc32)c1	38%[activator]
COc1ccc(-c2nc3scc(CCNS(=O)(=O)c4ccc(Oc5ccccc5)cc4)n3n2)cc1	-16%
O=C(Nc1cccc(-c2nnc3n2CCCC3)c1)c1ccc2c(c1)OCO2	?
O=C(c1cccc(OC2CN(Cc3ccc(F)cc3Cl)C2)c1)N1CCOCC1	i
Cc1ccc(-c2nc(SCC(=O)NCC3CCCO3)c3c(=O)n(C)c(=O)n(C)c3n2)cc1 (stereo unspecified)	13%
CCN(C1CCOCC1)C1CN(C(=O)C(C)C)C1	-11%
O=C1CCN(Cc2ccc(F)cc2F)CCCOCCN1	12%
O=C1Nc2ccccc2O[C@H]2C[C@@H]1N(Cc1ccnc3ccccc13)C2	?
O=C(Cc1cccnc1)N1CCC2(CC1)CN(Cc1ccccc1)CC2CO (stereo unspecified)	?
CN(C)CCC(=O)N1Cc2ccccc2CC2(CCCN2C)C1 (stereo unspecified)	2%
Cc1cccc(NS(=O)(=O)c2ccc3c(c2)OCC(C(=O)N2CCCC2)O3)c1C (stereo unspecified)	-12%
CCCOc1ccc(CN2C[C@@H](CO)[C@H](c3ccncc3)C2)cc1	?
COc1ccc(C(CC(=O)Nc2ncccc2C)N2Cc3ccccc3C2=O)cc1OC (stereo unspecified)	1%
Cc1cccc(C2C=C(c3ccc(C)c(C)c3)Nc3nnnn32)c1 (stereo unspecified)	11µM*
COc1ccc(C(=O)NCc2nnnn2-c2ccc(C)c(C)c2)cc1	-25%
O=C([C@@H]1C[C@H](Oc2ccccc2)CN1C(=O)Nc1ccccc1F)N1CCOCC1	-4%

The list goes on; it opens with the 6 that closed the last part.
SMILES	Pf Dd2 inh
Cc1cccc(NS(=O)(=O)c2ccc3c(c2)OCC(C(=O)N2CCCC2)O3)c1C (stereo unspecified)	-12%
CCCOc1ccc(CN2C[C@@H](CO)[C@H](c3ccncc3)C2)cc1	?
COc1ccc(C(CC(=O)Nc2ncccc2C)N2Cc3ccccc3C2=O)cc1OC (stereo unspecified)	1%
Cc1cccc(C2C=C(c3ccc(C)c(C)c3)Nc3nnnn32)c1 (stereo unspecified)	11µM*
COc1ccc(C(=O)NCc2nnnn2-c2ccc(C)c(C)c2)cc1	-25%
O=C([C@@H]1C[C@H](Oc2ccccc2)CN1C(=O)Nc1ccccc1F)N1CCOCC1	-4%
CN(Cc1ccccc1)C(=O)c1ccnc(-c2nnc3ccc(N(C)c4ccccc4)nn23)c1	i
CC1(COc2ccccc2)COc2ccc(C(=O)NCc3ccco3)cc2N1 (stereo unspecified)	i
CSCCNC(=O)c1nc2sccn2c1Br	11%[44.1 µM]
Cn1cnnc1CC1CCN(C(=O)c2ccc(Oc3ccccc3)o2)CC1	9%
CC(C)N1CC2CCC(C1)N2C(=O)N1CCCC1	17%[44.1 µM]
CCOc1cccc(CN2CCCC23Cc2ccccc2CNC3=O)c1 (stereo unspecified)	?
O=CN1CCCC(n2cnc3cccnc32)C1 (stereo unspecified)	3%[44.1 µM]
COc1ccc(-c2ccc3nnc(CNC(=O)c4cc(Cl)ccc4OC)n3n2)cc1	6%
CN1C(=O)c2cccn2CC1C(=O)N1CCCC1 (stereo unspecified)	17%
Cc1cc2nc3n(c(=O)c2n1CC(=O)NCCCc1ccccc1)CCCC3	-12%
CNC(=O)[C@@H]1CN(C(=O)COc2ccc(Cl)cc2C)C[C@H]1COC	i
COc1ccc(C[C@H](NC(=O)[C@@]2(O)C[C@@H](O)[C@H](O)[C@@H](NC(=O)Nc3ccc(C(C)=O)cc3)C2)C(N)=O)cc1	-10%
CCc1cccc(C)c1NC(=O)Cn1c(C)cc2nc3n(c(=O)c21)CCCCC3	i
CCC1CCc2nc3sc(C(=O)Nc4ccc(C)cc4C)c(N)c3cc2C1 (stereo unspecified)	-11%
CC(C)NC(=O)c1ccc(-n2c(-c3ccccc3)cc3c2CCCC3)cc1	i
CN1CCOc2c(C(=O)NCc3cccnc3)cc(-c3ccccc3F)cc21	-9%[44.1 µM]
COc1ccc(-c2cnc3[nH]cc(CC(=O)NC4CCOCC4)c3c2)cc1	?
COc1ccc(S(=O)(=O)Nc2cc(S(=O)(=O)c3ccccc3)c(O)c(C)c2C)cc1	-25%
O=C(NC[C@H]1C[C@@H]2CCN1C[C@@H]2CN1CCOCC1)c1ccccc1	-3%[44.1 µM]
CC(CCc1ccccc1)NC(=O)CCn1ccn2nc3c(c2c1=O)CCCC3 (stereo unspecified)	?
Cc1ccsc1CCN1C(=O)N(c2ccccc2)C(=O)C1CC(=O)Nc1ccc(F)cc1 (stereo unspecified)	114%[activator]
Fc1ccc(-c2csc(=Nc3cccc(C(F)(F)F)c3)n2Cc2ccc3c(c2)OCO3)cc1	?
CS(=O)(=O)c1ccc(CC(=O)N2CCCC(c3cccc(C(=O)O)c3)C2)cc1 (stereo unspecified)	-17%
COc1ccccc1CCC(=O)N1CCC2(CC1)NC(=O)N(c1ccc(F)cc1)N2	12%
COc1cccc(CNC(=O)Cn2ncn3nc(-c4cccs4)cc3c2=O)c1OC	30%

(further entries)
SMILES	Pf Dd2 inh
Cc1cccc(-c2nc(C)c(CCNC(=O)C(=O)Nc3ccccc3C#N)s2)c1	8%
Cn1ncc(N2CCCC(CC(=O)NCCN3CCCCC3)C2)cc1=O (stereo unspecified)	25%
CC(=O)N1CC2(Cc3ccccc31)CN(C(=O)c1ccc(F)cc1)C2	-21%[44.1 µM]
Cc1ccc(-c2n[nH]c3c2C(c2ccc(C(C)(C)C)cc2)NC3=O)cc1 (stereo unspecified)	-8%
COc1ccc(NC(=O)/C(C#N)=C/c2cc(C)n(-c3ccc(F)cc3)c2C)cc1	-9%
O=c1[nH]c(N2CCc3ccccc3C2)nc2c1CCN(Cc1cccs1)CC2	?
O=C(c1ccc2c(c1)OCO2)N1CCc2nc(C3CC3)nc(-c3ccc(Cl)cc3)c2C1	?
CN1CCN(S(=O)(=O)c2ccc(F)cc2F)CC12CCNC(=O)CC2 (stereo unspecified)	-2%
O=C(CCc1ccccc1)N1C[C@@H](CO)[C@H](c2ccncc2)C1	2%
Cc1cccc(N2CCN(C(=O)CC3CCCCN(Cc4ccccc4)C3=O)CC2)c1 (stereo unspecified)	?
CCc1ccc2oc(C(=O)Nc3cc(C)ccc3C)cc(=O)c2c1	i
COc1cc(-c2ccnc3nc(Cc4cc(F)cc(F)c4)nn23)cc(OC)c1OC	i
O=C(O)c1cccc(C2CCCN(C(=O)CCn3nnc4ccccc43)C2)c1 (stereo unspecified)	-8%
Cc1ccc(-c2cc(-c3ccc(=O)[nH]c3)c3cncn3c2)cn1	47%[activator][44.1 µM]
Cc1ccc(CN2C(=O)SC(Nc3ccc(Cl)cc3)C2=O)cc1 (stereo unspecified)	3%
CNC(=O)[C@@H]1C[C@H](Oc2cccnc2)CN1C(=O)Cc1ccccc1	40%[activator]
Cc1nc(C(=O)NC2CCN(c3ncccc3C#N)CC2)cs1	-23%
CCOCCCNC(=O)CN1C(=O)c2cccnc2Sc2ccccc21	-14%
COc1ccc(OC)c([S+](=O)([O-])c2nnn3c2nc(NCc2ccc(F)cc2)c2ccccc23)c1	11%
Cn1cc(-c2ccccc2)c2nc(COc3ccc(Cl)cc3)cn2c1=O	?
CCOc1ccc(CNC(=O)C2CCN(C(=O)c3sccc3-n3cccc3)CC2)cc1	-6%
CCn1cc(CN2CCN(C(=O)CCc3ccccc3)CC2)ccc1=O	i
CC(=O)NC1(C)CCCN(Cc2cc(-c3c(C)noc3C)cs2)C1 (stereo unspecified)	-7%[44.1 µM]
CC(C)CNC(=O)c1ccc2c(c1)NC(C)(COCC1CC1)CO2 (stereo unspecified)	i
COc1cc(C(=O)Nc2ccc(Cl)c(-c3nc4ncccc4o3)c2)cc(OC)c1OC	-5%

Going on with the list:
SMILES	Pf Dd2 inh
CCO[C@H]1CN(C(=O)c2cnc(Nc3ccccc3)nc2)C[C@@H]1O	-6%
CCOc1cc(C)c(C(C)C)cc1S(=O)(=O)n1ccnc1CC	?
OC[C@@H]1CN(Cc2ccco2)C[C@H]1c1ccncc1	5%
CCOC(=O)N1CCc2c(sc3c2c(=O)n(-c2ccc(CC)cc2)c(=O)n3CC(=O)c2ccccc2)C1	?
Cc1nc2c(c(-c3ccc(O)cc3)n1)CN(CCC(C)C)CCC2	?
O=C(O)COc1ccccc1CN1CCN(Cc2cccs2)CC1	-2%
CCN(CCS(=O)(=O)c1ccc(C)cc1)C(=O)c1csc(C(C)=O)c1	21%
COCCNC(=O)[C@@H]1C[C@H](Oc2ccccc2)CN1C(=O)CCc1ccccc1	0%
COc1ccc(CNC(=O)CCc2nnc3n(C)c(=O)c4sccc4n23)cc1	3%
COc1cccc(CC(=O)N2CCC3(CC2)NC(=O)N(c2ccccc2)N3)c1	i
O=C(NC1CCN(c2cc(C(F)(F)F)ncn2)CC1)c1ccc(F)cc1Cl	-14%
CN(C)C[C@@H]1CN(Cc2ccccc2)C[C@H]1NC(=O)C1CCOCC1	62%[activator]
Cc1noc(C)c1CC(=O)N1CC(=O)N(C2CCCCC2)CC(OCc2ccccc2)C1 (stereo unspecified)	-3%
COc1cc2nc(Nc3ccc(F)cc3)nc(N)c2cc1OC	2.5µM*
COCCNC(=O)[C@@H]1C[C@H](Oc2cccnc2)CN1S(=O)(=O)c1cccc(OC)c1	44%[activator]
O=c1[nH]c(N2CCOCC2)nc2c1CCN(Cc1ccc(Br)cc1)CC2	?
CC(=O)Nc1cccc(-n2cc3c(c2-c2ccccc2Cl)c(=O)n(C)c(=O)n3C)c1	?
COc1ccccc1C(=O)N1CCCCCC1c1nc(C)no1 (stereo unspecified)	13%
CC(C)c1ccc(Nc2nc3c(S(=O)(=O)c4ccc(Br)cc4)nnn3c3ccsc23)cc1	-14%
Cc1cccc(NC(=O)Cn2c(=O)n(Cc3ccc(C(=O)NCc4ccc5c(c4)OCO5)cc3)c(=O)c3ccccc32)c1	4µM*
C=CCN(C)CC[C@@H]1CC[C@H](O)[C@@H](C(=O)NC2CC2)O1	33%[activator][44.1 µM]
CCOC(=O)c1c(NC(=O)COc2cc(C)ccc2C(C)C)sc(C)c1C	-6%
CCOC(=O)c1c(S(=O)(=O)NCC(=O)NCc2ccc(C)cc2)c(C)n(C)c1C	71%[activator]
CCn1cc(C(=O)N2C[C@@H](COC)[C@H](c3nc(C)no3)C2)cn1	24%
COc1ccc2c(c1)C1(CCN(C(=O)NCC(C)C)C1)C(=O)N2 (stereo unspecified)	18%

Copied from the list:
`C=CCN(C)CC[C@@H]1CC[C@H](O)[C@@H](C(=O)NC2CC2)O1` in Pf Dd2 inh shows 33%[activator][44.1 µM]
`CCOC(=O)c1c(NC(=O)COc2cc(C)ccc2C(C)C)sc(C)c1C` in Pf Dd2 inh shows -6%

Next section
SMILES	Pf Dd2 inh
CCC1=Nc2cc(C(=O)NCCc3ccc(OC)c(OC)c3)ccc2Sc2ccccc21	?
Cc1cccc(NC(=O)N2CCC(CN3CCC(C)CC3)CC2)c1C	-11%
CC(=O)Nc1ccc(C(=O)N2CCn3c(nnc3C3CCCN3)C2)cc1 (stereo unspecified)	?
Fc1ccccc1Nc1nc(-c2ccccc2)no1	?
Cc1cc(C)cc(C(=O)NC2CCN(C(=O)c3cc4c(=O)[nH]c(C)cn4n3)CC2)c1	?
COc1cccc(C(=O)Oc2c(Sc3ccc(C)cc3)c(C)nn2C(C)(C)C)c1OC	i
CCOc1ccccc1NC(=O)CSc1nnc(N)s1	10%
CC(C)(N)c1cn(C2CCN(Cc3cccn3-c3ncccn3)CC2)nn1	1%
Cc1nn(CC(=O)NCC2CCCO2)c(=O)c2nc(-c3ccccc3)sc12 (stereo unspecified)	i
O=C1CCN(C(=O)Cc2cccc(F)c2)CCCC(c2nc(-c3cccnc3)no2)CCN1 (stereo unspecified)	i
C=CCNc1nc(C2CC2)nc2c1CCN(C(=O)c1cscn1)CC2	-19%
CNc1oc(/C=C/c2cc(OC)c(OC)c(OC)c2)nc1C#N	?
Cc1cccc(NC(=O)CN2C(=O)NC3(CCC(C(C)(C)C)CC3)C2=O)c1C (stereo unspecified)	-1%
CC(=O)Nc1ccc(CN2CCCC3(CC(c4cccc(C(F)(F)F)c4)=NO3)C2)cc1 (stereo unspecified)	?

For convenience, part of the list above:
SMILES	Pf Dd2 inh
COc1ccccc1C(=O)N1CCCCCC1c1nc(C)no1 (stereo unspecified)	13%
CC(C)c1ccc(Nc2nc3c(S(=O)(=O)c4ccc(Br)cc4)nnn3c3ccsc23)cc1	-14%
Cc1cccc(NC(=O)Cn2c(=O)n(Cc3ccc(C(=O)NCc4ccc5c(c4)OCO5)cc3)c(=O)c3ccccc32)c1	4µM*
C=CCN(C)CC[C@@H]1CC[C@H](O)[C@@H](C(=O)NC2CC2)O1	33%[activator][44.1 µM]
CCOC(=O)c1c(NC(=O)COc2cc(C)ccc2C(C)C)sc(C)c1C	-6%
CCOC(=O)c1c(S(=O)(=O)NCC(=O)NCc2ccc(C)cc2)c(C)n(C)c1C	71%[activator]
CCn1cc(C(=O)N2C[C@@H](COC)[C@H](c3nc(C)no3)C2)cn1	24%
